Compound activity: PubChem, Sanford-Burnham Center for Chemical Genomics
Hsp70 inhibitors: small molecules displacing fluorescent ligand from Hsp70 – biochemical, fluorescence polarization, primary screen (AID 583) | one-dose displacement, % at 20 µM; IC50 in µM for titrated hits | Hsp70 fluorescence polarization probe displacement, mP; higher % means a stronger effect | hit rate 0.06% among 140,000; in the data active = displacement above about 50%;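 also: plate controls were vehicle for no effect and reference ligand for full effect; a part of the inactive calls stands beside numbers as strong as those of hits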
MKP-3 inhibition: MKP-3 phosphatase inhibitors, primary screen, biochemical, rat enzyme, in vitro (AID 425). recombinant MKP-3 phosphatase activity, fluorescence; higher % means a stronger effect. one-dose inhibition, % at 20 µM; IC50 in µM for titrated hits. hit rate 0.17% among 110,000; in the data active = inhibition above about 50%;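 also: plate controls were vehicle for no effect and reference inhibitor for full effect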
Active calls of the source: *. These rows are one share of the data. The share of hits here may be higher or lower than overall.

CC(=O)N1c2ccc(C)cc2C2(c3ccccc3)N(C(C)=O)c3ccc(C)cc3C12c1ccccc1 (centres undefined) was read as Hsp70 inhibitors -2.4% and MKP-3 inhibition -2%.
Screening COC(=O)c1ccc(C2C3=C(CC(C)(C)CC3=O)NC3=C2C(=O)CC(C)(C)C3)cc1 returned Hsp70 inhibitors -0.5% and MKP-3 inhibition -12%.
Screening COCCOC(=O)c1c(C)oc2ccc(OCc3cccc(F)c3)cc12 returned Hsp70 inhibitors 2.5% and MKP-3 inhibition 1%.
Screening O=C(COc1ccccc1F)Nc1nnc(-c2ccncc2)s1 returned Hsp70 inhibitors -1.7%.
O=C(Nc1ccc2c3c(cccc13)CC2)c1ccccc1I was read as Hsp70 inhibitors 4.9% and MKP-3 inhibition -4%.
COC(=O)C1=C(N)Oc2cc(C)n(Cc3cccnc3)c(=O)c2C1c1ccccc1OC (centres undefined) was read as Hsp70 inhibitors 16% and MKP-3 inhibition -1%.
Screening NC(=O)CCCN1C(=O)/C(=C/c2ccccc2)SC1=S returned Hsp70 inhibitors -0.5% and MKP-3 inhibition -1%.
For OCCN(Cc1ccccc1)Cc1ccc(Cl)cc1 the results were Hsp70 inhibitors 3.5%.
For O=C1CC(N(Cc2ccco2)C(=O)Nc2ccc(F)cc2)C(=O)N1c1ccc(F)cc1 (centres undefined) the results were MKP-3 inhibition -3%.
Screening COc1ccccc1CC(=O)Nc1ccc(Br)cc1 returned Hsp70 inhibitors 2.1% and MKP-3 inhibition -1%.

Reprinted from the part before: three compounds, followed by the next part.
For OCCN(Cc1ccccc1)Cc1ccc(Cl)cc1 the results were Hsp70 inhibitors 3.5%.
For O=C1CC(N(Cc2ccco2)C(=O)Nc2ccc(F)cc2)C(=O)N1c1ccc(F)cc1 (centres undefined) the results were MKP-3 inhibition -3%.
Screening COc1ccccc1CC(=O)Nc1ccc(Br)cc1 returned Hsp70 inhibitors 2.1% and MKP-3 inhibition -1%.
C#CCOc1ccc(/C=C2\C(=O)NC(=O)N(c3ccc(C)cc3)C2=O)cc1Br was read as Hsp70 inhibitors -0.6% and MKP-3 inhibition 1%.
`Cc1ccc(CC2C(=O)N(c3ccc(I)cc3)C(=O)C2C)cc1` (centres undefined) gave Hsp70 inhibitors -3.3% and MKP-3 inhibition -3%.
`CC(C)NS(=O)(=O)c1ccc(CCC(=O)N2CCOCC2)cc1` gave Hsp70 inhibitors -1.1% and MKP-3 inhibition -2%.
For O=C(CSc1nnnn1-c1ccc2c(c1)OCCO2)N1CCc2ccccc21 the results were Hsp70 inhibitors -5.5% and MKP-3 inhibition -10%.
COc1cc(CN2CCN(C3CCCCCC3)CC2)cc(OC)c1O was read as Hsp70 inhibitors -0.2% and MKP-3 inhibition 2%.
COc1cccc(C2/C(=C(/O)c3cnn(-c4ccccc4)c3C)C(=O)C(=O)N2CCN(C)C)c1 (centres undefined) was read as Hsp70 inhibitors 0.8% and MKP-3 inhibition -4%.
`CN(C1CCCCC1)S(=O)(=O)Cc1ccccc1` gave Hsp70 inhibitors -1.7% and MKP-3 inhibition -12%.
Screening O=C(N1CCN(c2ccccc2)CC1)C12CC3CC(CC(C3)C1)C2 returned Hsp70 inhibitors 3.2% and MKP-3 inhibition -2%.
For NS(=O)(=O)c1ccc(-c2ccc(/C=C3/C(=O)NN(c4ccc(Br)cc4)C3=O)o2)cc1 the results were Hsp70 inhibitors 4.4% and MKP-3 inhibition 4%.
Screening CC(C)(C)c1ccc(CNc2cc(N3CCOCC3)ccc2[N+](=O)[O-])cc1 returned Hsp70 inhibitors -3.5% and MKP-3 inhibition 4%.

Structures from the list above that have a furan ring, fused or not:
Screening COCCOC(=O)c1c(C)oc2ccc(OCc3cccc(F)c3)cc12 returned Hsp70 inhibitors 2.5% and MKP-3 inhibition 1%.
For O=C1CC(N(Cc2ccco2)C(=O)Nc2ccc(F)cc2)C(=O)N1c1ccc(F)cc1 (centres undefined) the results were MKP-3 inhibition -3%.
For NS(=O)(=O)c1ccc(-c2ccc(/C=C3/C(=O)NN(c4ccc(Br)cc4)C3=O)o2)cc1 the results were Hsp70 inhibitors 4.4% and MKP-3 inhibition 4%.

No new results follow: an excerpt of the list.
Screening O=C(N1CCN(c2ccccc2)CC1)C12CC3CC(CC(C3)C1)C2 returned Hsp70 inhibitors 3.2% and MKP-3 inhibition -2%.
For NS(=O)(=O)c1ccc(-c2ccc(/C=C3/C(=O)NN(c4ccc(Br)cc4)C3=O)o2)cc1 the results were Hsp70 inhibitors 4.4% and MKP-3 inhibition 4%.
Screening CC(C)(C)c1ccc(CNc2cc(N3CCOCC3)ccc2[N+](=O)[O-])cc1 returned Hsp70 inhibitors -3.5% and MKP-3 inhibition 4%.

Going on with the list.
`O=C(NCc1ccccc1)NC(=O)c1ccccc1` gave Hsp70 inhibitors 5.6% and MKP-3 inhibition 0%.
`COc1ccc(/C=C/C(=O)Nc2nc(-c3ccccc3)cs2)cc1OC` gave Hsp70 inhibitors -7.2% and MKP-3 inhibition 3%.
For C=CCNC(=S)N1CCN(CCN=CC2=C(O)CC(c3ccco3)CC2=O)CC1 (centres undefined) the results were Hsp70 inhibitors 0.3%.
Screening Nc1ccccc1OCCOCCOCCOc1ccccc1N returned Hsp70 inhibitors 9.7% and MKP-3 inhibition -9%.
Screening O=C(O)c1cccc(NC(=O)c2cc(S(=O)(=O)N(CCO)CCO)ccc2Cl)c1 returned Hsp70 inhibitors 3.3% and MKP-3 inhibition 1%.
`COc1ccc(C(C(=O)NC2CCCC2)N(Cc2ccccc2)C(=O)CNC(=O)c2ccco2)cc1` (centres undefined) gave Hsp70 inhibitors 1.8%.
For O=C(OCc1c(Cl)cccc1Cl)c1cccnc1 the results were Hsp70 inhibitors -0.5% and MKP-3 inhibition 0%.
`O=C1C2C3C=CC(C3)C2C(=O)N1c1n[nH]c(CCc2ccccc2)n1` (centres undefined) gave Hsp70 inhibitors -2.8% and MKP-3 inhibition -11%.
`CC1(C)CC(N2CCC(=O)NC2=S)CC(C)(C)N1` gave Hsp70 inhibitors -0.1% and MKP-3 inhibition 4%.
COc1cc2nc(-c3ccc(Oc4cccc(-c5nc6cc(OC)c(OC)cc6c(=O)o5)c4)cc3)oc(=O)c2cc1OC was read as Hsp70 inhibitors -2.0% and MKP-3 inhibition 1%.
For Cc1ccc(-c2ccc(OCC(=O)Nc3ccc(F)cc3)cc2)cc1 the results were Hsp70 inhibitors -1.3% and MKP-3 inhibition 6%.
Cc1cc(C)c2c(c1)SC1=NC(c3ccccc3)(C(F)(F)F)NC(=O)N12 (centres undefined) was read as Hsp70 inhibitors 3.1%.
CCCCN(CC)S(=O)(=O)c1ccc(C(=O)Nc2nnc(CSC)o2)cc1 was read as Hsp70 inhibitors 9.1% and MKP-3 inhibition 0%.
Screening O=C(O)/C=C\C(=O)Nc1cccc(-c2cn3ccccc3n2)c1 returned Hsp70 inhibitors 7.9% and MKP-3 inhibition -3%.
Cn1c(=O)n(CCCOc2ccc(Br)cc2)c2ccccc21 was read as Hsp70 inhibitors 2.2% and MKP-3 inhibition 1%.
`O=C(Nc1ccc(Nc2ccccc2)cc1)C1CC1` gave Hsp70 inhibitors 3.2% and MKP-3 inhibition 3%.
O=C(Nc1ccccc1C(=O)N1CCOCC1)c1noc2c1CCCC2 was read as Hsp70 inhibitors 0.5% and MKP-3 inhibition -8%.
Screening O=C(c1cc(-c2ccncc2)nc2ccccc12)N1CCN(S(=O)(=O)/C=C/c2ccccc2)CC1 returned Hsp70 inhibitors 0.6%.
Screening COc1ccc(/C(O)=C2/C(=O)C(=O)N(CCCN(C)C)C2c2cccnc2)cc1 (centres undefined) returned Hsp70 inhibitors -3.6% and MKP-3 inhibition 2%.
Screening CCOC(=O)Nc1cccc2ccccc12 returned Hsp70 inhibitors 3.0% and MKP-3 inhibition -13%.
Screening Cc1ccccc1-n1c(SCC(=O)c2cc(C)n(C)c2C)nnc1-c1cccnc1 returned Hsp70 inhibitors -1.0%.
CCCCn1c(SCC(=O)c2ccc3c(c2)OCCO3)nnc1-c1ccco1 was read as Hsp70 inhibitors -2.3% and MKP-3 inhibition -1%.
Cc1ccc(S(=O)(=O)CNC(=O)c2ccccc2)cc1 was read as Hsp70 inhibitors 0.4% and MKP-3 inhibition -10%.
`COc1ccc(NC(=O)N(CCCN2CCOCC2)Cc2cccnc2)c(OC)c1` gave Hsp70 inhibitors 3.9% and MKP-3 inhibition -2%.
Screening O=S(=O)(Nc1ccc2c(c1)CCC2)c1cccs1 returned Hsp70 inhibitors 2.4% and MKP-3 inhibition -3%.
`Nn1c(SCC(=O)Nc2ccc3c(c2)OCO3)nnc1-c1ccncc1` gave Hsp70 inhibitors -4.0% and MKP-3 inhibition -5%.
`CCc1ccccc1NC(=O)c1ccccc1C(F)(F)F` gave Hsp70 inhibitors -0.5% and MKP-3 inhibition -2%.
For COc1ccc(OC)c(C2/C(=C(\O)c3ccc(F)cc3)C(=O)C(=O)N2CCCCCC(=O)O)c1 (centres undefined) the results were Hsp70 inhibitors -5.6% and MKP-3 inhibition 0%.
Screening CCCCCCC12CCC(C(=O)O)(CC1)CC2 returned Hsp70 inhibitors -1.6%.
O=c1[nH]c2cc3c(cc2cc1CN(CCCO)Cc1nnnn1Cc1ccc(F)cc1)OCO3 was read as Hsp70 inhibitors 7.7% and MKP-3 inhibition -5%.
Screening CCN1CCN(c2nc3c(c(=O)n(C)c(=O)n3C)n2CCSc2ncccn2)CC1 returned Hsp70 inhibitors 2.1% and MKP-3 inhibition -7%.
Screening COc1cccc(NC(=O)C2CCCCC2)c1 returned Hsp70 inhibitors 2.5%.
For Cn1c(CSc2nc3ccccc3n2C)nc2ccccc21 the results were Hsp70 inhibitors 6.4%.
For CN1CCN(CN2C(=O)C(=O)c3ccccc32)CC1 the results were Hsp70 inhibitors -4.2% and MKP-3 inhibition 0%.
For CC(=O)/C(C(=N)N1CCN(c2cccc(Cl)c2)CC1)=C(\C)O the results were Hsp70 inhibitors -1.3% and MKP-3 inhibition -10%.
For CCc1nnc(NC=C2C(=O)OC(C)(C)OC2=O)s1 the results were Hsp70 inhibitors -0.7% and MKP-3 inhibition 7%.
O=C1NC(=O)N(c2ccccc2)C(=O)/C1=C\c1ccc(-c2ccc([N+](=O)[O-])cc2)o1 was read as Hsp70 inhibitors -2.3% and MKP-3 inhibition 6%.
Cc1ccc(C)c(N2CCN(C(=O)C3CCCN(S(=O)(=O)c4cnc[nH]4)C3)CC2)c1 (centres undefined) was read as Hsp70 inhibitors 2.2% and MKP-3 inhibition -5%.
Screening CCOC(=O)N1CCC(NC(=O)CCC(=O)N2CCOc3ccccc32)CC1 returned Hsp70 inhibitors 6.0% and MKP-3 inhibition -1%.
CCC(=O)NC(Nc1ccc(F)c(Cl)c1)(C(F)(F)F)C(F)(F)F was read as Hsp70 inhibitors 0.7% and MKP-3 inhibition 4%.
Screening CC(=O)C1=C(O)C(=O)N(CCN2CCNCC2)C1c1ccc(Br)cc1 (centres undefined) returned Hsp70 inhibitors 7.5% and MKP-3 inhibition 4%.
For COc1cccc(CNC(=O)C2CCCN(S(=O)(=O)c3c(C)n[nH]c3C)C2)c1 (centres undefined) the results were Hsp70 inhibitors -1.0% and MKP-3 inhibition -6%.
Screening CCOc1ccccc1-n1c(SCC(N)=O)nnc1-c1ccccc1 returned Hsp70 inhibitors 1.9% and MKP-3 inhibition -10%.
For O=C(Nc1ccccc1F)C1CCN(C(=O)Cc2ccccc2)CC1 the results were Hsp70 inhibitors 1.1%.
O=C1C(=O)N(c2nccs2)C(c2cccc(Br)c2)/C1=C(\O)c1ccc(Cl)cc1 (centres undefined) was read as Hsp70 inhibitors -4.4% and MKP-3 inhibition 3%.
Screening Nc1nnc(SCC(=O)N2CCN(c3ccccc3)CC2)n1-c1ccccc1 returned Hsp70 inhibitors -0.5% and MKP-3 inhibition 2%.
For CCOc1ccc(N2C(=O)/C(=C/c3ccc(C(=O)O)cc3)SC2=S)cc1 the results were Hsp70 inhibitors 9.3% and MKP-3 inhibition 6%.
Screening CCOC(=O)N1CCN(C(=O)c2ccc(Cl)c(S(=O)(=O)N3CCOCC3)c2)CC1 returned Hsp70 inhibitors -0.6% and MKP-3 inhibition -4%.
`Cc1ccc(N2CCN(C(=S)c3ccc(-c4cccc([N+](=O)[O-])c4)o3)CC2)cc1` gave Hsp70 inhibitors 1.1% and MKP-3 inhibition 5%.
Screening COc1ccc(S(=O)(=O)Cc2ccc(C(=O)N3CCN(c4ccccc4F)CC3)o2)cc1 returned Hsp70 inhibitors -4.2% and MKP-3 inhibition -7%.
Screening CCN(CC)C(=O)CSc1nnc(CNc2ccc(F)cc2)o1 returned Hsp70 inhibitors -3.7%.
Screening O=S1(=O)NC(=NCc2ccco2)c2ccccc21 returned Hsp70 inhibitors 4.3% and MKP-3 inhibition -3%.
`COc1ccc(-c2nsc3c(N4CCN(C(=O)c5ccco5)CC4)ncnc23)cc1` gave Hsp70 inhibitors 1.1% and MKP-3 inhibition -3%.
CC(=O)C1=C(O)C(=O)N(CCN2CCNCC2)C1c1cccc(F)c1 (centres undefined) was read as Hsp70 inhibitors -2.1% and MKP-3 inhibition 4%.
Screening CCOc1ccc(NC(=O)c2sc3ccccc3c2Cl)c([N+](=O)[O-])c1 returned Hsp70 inhibitors -4.5% and MKP-3 inhibition 1%.
`COc1cc(C2NC(=O)N(C)C3=C2C(=O)CCC3)cc(OC)c1OC` (centres undefined) gave Hsp70 inhibitors -1.0% and MKP-3 inhibition 1%.
